Peg3 promoter – inhibitors of Peg3 promoter; inhibition, % at 20 µM; 1.7% of 360,000 active; HeLa PEG-Prom luciferase reporter, luminescence, overnight;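 active = inhibition of at least 50% at 20 µM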
iPSC survival up – hiPSC single-cell survival enhancement; ATPlite luminescence; 100% = ROCK inhibitor wells, 0% = DMSO; survival enhancement, % at 20 µM; 0.044% of 360,000 active; AID 602274; in the data active = survival enhancement above about 18%;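 also: cells exposed to compounds for 16 hours before the ATP read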
Granule exo inh – lytic granule exocytosis inhibition | 0.66% of 360,000 active | AID 651702 | TALL-104 LAMP-1 surface exposure, flow cytometry; cells stimulated with thapsigargin and PMA | inhibition, % at 10 µM;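 active = inhibition above about 55%, limit read from the data; inconclusive = no clear call, values can overlap the other calls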
MITF TRPM1 inh – reduces MITF-dependent TRPM1 promoter luciferase signal | SK-MEL-5 TRPM1 promoter luciferase, 24 h | inhibition, % at 12.5 µM | 0.83% of 330,000 active;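 active = mean inhibition across replicates of 60% or more, whatever share of single replicates reaches that level; inconclusive = some that reach 60%, reason not given; inactive = mean inhibition across replicates below 60%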; also: values of inactives mirror those of a sister screen read the other way
NR2E3 ag-1 – agonists of human nuclear receptor NR2E3; GST-NR2E3/biotin-RetCOR TR-FRET, 1536-well; 0.12% of 320,000 active; inhibition of corepressor binding, % at 4.78 µM; AID 2300; Q9Y5X4;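 active = percent inhibition above the cutoff of mean plus 3 SD of all tested compounds, set per screening campaign, cut at about 20% in these data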;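 also: 0% = DMSO wells and 100% = biotin wells as full block of FRET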
Target sequence (Q9Y5X4 whole entry, looked up): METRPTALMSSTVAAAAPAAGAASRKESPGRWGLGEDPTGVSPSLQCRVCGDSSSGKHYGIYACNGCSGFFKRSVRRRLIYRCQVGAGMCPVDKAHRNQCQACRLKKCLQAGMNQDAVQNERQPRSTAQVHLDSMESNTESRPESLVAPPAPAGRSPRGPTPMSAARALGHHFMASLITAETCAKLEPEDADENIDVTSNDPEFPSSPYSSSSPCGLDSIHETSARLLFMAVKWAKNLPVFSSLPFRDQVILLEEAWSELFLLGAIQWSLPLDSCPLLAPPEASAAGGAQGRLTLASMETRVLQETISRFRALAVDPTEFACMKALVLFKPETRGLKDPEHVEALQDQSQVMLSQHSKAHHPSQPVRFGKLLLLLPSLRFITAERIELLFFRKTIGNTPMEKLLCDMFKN
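Assay system: NR2E3–RetCOR corepressor complex. Quantity: 1.35 nM GST-NR2E3. Buffer or medium: pH 7.5 Tris-based buffer. Reagent: biotinylated RetCOR corepressor at 7 nM final. Schedule: 5 h at 4 °C. Detection: TR-FRET, emission read at 617 and 671 nm. Replicates: one well per compound, singlicate testing.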
CaV13 ICDI inh – Primary screen for inhibitors of IQ motif and Ca2+-dependent inactivation inhibitor domain binding in CACNA1D, Förster resonance energy transfer in living cells, …. HEK cells, CFP/YFP FRET ICDI-IQ, plate reader, 10 min; percent FRET-ratio fall versus neutral wells. inhibition, % at 12.3 µM. 0.098% of 340,000 active;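 active = mean replicate inhibition of at least 30% and at least 1% of replicates passing that level; inconclusive = only one of the two criteria is met; inactive = neither criterion is met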;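 also: 0% = median of the neutral control wells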
Vif imaging – blocks HIV Vif function; HEK293T cells, Vif self-association by quenched fluorescence, imaging, 24 h; inhibition, % at 7.49 µM; 0.35% of 340,000 active; AID 602346; in the data active = inhibition above about 50%, passing the limit was not always enough; inconclusive = no clear call, values can overlap the other calls; inactive = below about 31%; also: some results filed as inactive read as strong as hits
aDG glyco act – alpha-DG glycosylation activation | Pro5-aDG cells, alpha-DG glycosylation AlphaScreen (IIH6); 0% Pro5, 100% B10-LARGE cell signal | 0.22% of 360,000 active | activation, % at 10 µM;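 active = activation of at least 8% versus controls, or a plate z-score of at least 8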;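 also: Pro5 are CHO cells carrying HIG-tagged alpha-DG that lacks glycosylation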
NR2E3 ag-2 – activates human NR2E3 receptor; AID 602229; inhibition of corepressor binding, % at 3.98 µM; 0.35% of 360,000 active; Q9Y5X4; CHO-S Gal4-NCOR/VP16-NR2E3 two-hybrid, luciferase;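 active = inhibition above the mean of all tested compounds plus 3 SD, cut at about 70% in these data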;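 also: 0% = DMSO with NR2E3 transfected cells and 100% = cells lacking NR2E3 construct; higher means lower luciferase signal from less NR2E3 corepressor binding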
PDI turbidity – inhibitors of human protein disulfide isomerase | P07237 | PDI insulin aggregation turbidity, A650, 90 min | inhibition, % at 10 µM | 0.052% of 350,000 active;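 active = mean inhibition across replicates of 30% or more, whatever share of single replicates reach that level; inconclusive = mean inhibition below 30% while every single replicate reaches 30%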;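 also: absorbance from insulin aggregation driven by PDI reduction with DTT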
Target sequence (P07237 whole entry, looked up): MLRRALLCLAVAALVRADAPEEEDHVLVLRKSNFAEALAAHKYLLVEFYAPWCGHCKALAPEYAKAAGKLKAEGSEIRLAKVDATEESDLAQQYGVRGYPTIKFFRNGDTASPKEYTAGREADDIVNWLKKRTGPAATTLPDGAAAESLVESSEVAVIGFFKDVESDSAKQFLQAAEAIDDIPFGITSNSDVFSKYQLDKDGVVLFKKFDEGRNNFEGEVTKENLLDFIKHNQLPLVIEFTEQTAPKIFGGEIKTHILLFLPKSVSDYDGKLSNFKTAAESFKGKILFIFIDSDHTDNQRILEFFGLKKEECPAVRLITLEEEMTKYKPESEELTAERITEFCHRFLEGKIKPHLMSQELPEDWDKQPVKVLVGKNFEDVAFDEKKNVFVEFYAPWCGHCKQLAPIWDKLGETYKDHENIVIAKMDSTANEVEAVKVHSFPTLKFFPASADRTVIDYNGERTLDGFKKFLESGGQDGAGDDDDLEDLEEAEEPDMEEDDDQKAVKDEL
HIF-2a inh – inhibitors of HIF-2a | 0.72% of 360,000 active | inhibition, % at 18.8 µM | 786-0 RCC cells HIF-2a reporter, luciferase luminescence, overnight;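 active = inhibition of the luminescence signal of 40% or more relative to plate controls, in a single-dose primary screen at 18.75 µM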
* marks the source's active call; other numbers are inactive results; ? = inconclusive; . = not tested or not shown. This is a random part of the collection; about 3.5% have a hit in one of these screens.

SMILES	Peg3 promoter	iPSC survival up	Granule exo inh	MITF TRPM1 inh	NR2E3 ag-1	CaV13 ICDI inh	Vif imaging	aDG glyco act	NR2E3 ag-2	PDI turbidity	HIF-2a inh
O=CC1=C(c2ccccc2)Oc2ccccc2O1	97.9*	0.3	34.9	12.3	3.6	-2.6	3.0	0.7	5.2	-2.4	45.6*
CCc1ccc2nc(Nc3ncc(C(C)=O)c(C)n3)nc(C)c2c1	-18.7	-0.6	-2.2	4.0	-2.3	-4.7	0.6	0.2	-18.4	-3.2	-25.5
c1ccc2c(c1)ncn2-c1ccc(-c2ccnc(-c3ccncc3)n2)cc1	33.2	1.8	1.4	-10.2	1.7	.	.	0.7	-12.4	10.0	11.7
CCOc1ccc2nc(NC(=O)C(NS(=O)(=O)c3cccs3)C(C)C)sc2c1 (configuration not stated)	18.3	-1.1	-1.5	3.2	-1.1	-6.6	-10.4	1.0	-34.2	2.4	21.8
Cc1cc(C)n2cc(CSc3nnc(N)s3)nc2n1	-0.6	4.8	-4.6	7.1	2.5	.	-3.0	0.0	-13.7	8.3	7.5
CCN1/C(=C\C=C2\C(=O)N(c3ccccc3)C(=S)N2C)Sc2ccccc21	19.4	-3.0	-0.2	3.0	.	-4.4	-7.2	-0.3	-9.2	15.8	0.1
Cc1nn(C)c(Oc2ccccc2)c1CCNC(=O)C(C)(C)C	14.1	-0.6	0.4	-16.0	-0.8	-0.3	-4.1	0.1	20.6	13.3	0.9
COc1cccc(N(CC(=O)NC2CCCCC2)C(=O)CCCC(=O)Nc2ccccn2)c1	-7.0	-0.3	-9.4	8.5	3.0	-5.0	-7.1	0.0	4.3	3.9	2.8
O=C(Nc1ccc(Cl)cc1C(=O)Nc1ccc(Br)cn1)c1ccco1	26.6	-3.1	-0.7	-12.2	-2.2	-3.8	-6.1	-0.2	0.6	-0.7	-33.4
Cc1ccccc1NC(=O)C(C#N)Cc1cccnc1 (configuration not stated)	5.1	-0.3	-3.9	0.7	-0.7	-5.2	6.4	-0.3	16.3	2.9	13.9
CCOC(=O)CN/C=C(\C#N)c1ccccc1	-0.2	-1.1	0.9	-5.3	1.4	-8.0	2.9	-0.2	-5.7	-18.4	5.6
COc1ccccc1C(=O)Nc1nc2ccccc2[nH]1	97.8*	-0.5	3.1	96.3*	0.3	-3.9	16.2	-0.1	81.7*	-1.1	93.4*
Cc1ccc(C)c(NC(=O)CCCCCCCCCCC2COCCO2)c1 (configuration not stated)	10.2	2.1	-6.9	6.5	-2.6	-19.2	-0.7	0.7	-8.4	-4.5	5.7
O=C(NCc1cccs1)c1cc(S(=O)(=O)N2CCOCC2)c(Cl)cc1Cl	14.8	0.5	-2.4	11.3	1.8	.	5.6	0.3	16.3	11.3	11.3
Cn1nc(C2CC2)cc1NC(=O)C1(C)CCN1C(=O)c1ccccc1CCc1ccccc1 (configuration not stated)	4.9	-2.1	11.1	.	.	-11.1	-10.1	0.3	-11.1	3.6	-0.3
Cc1nc(NC(=O)CCc2ccccc2)ccc1Br	-127.0	0.0	-0.8	-58.1	-0.9	-5.1	3.5	0.4	-46.3	-5.9	-231.1
CC(=O)NC(CC(=O)N(Cc1ccccc1)c1ccc(C)cc1)c1ccccc1 (configuration not stated)	-2.2	0.3	-2.1	-9.2	-0.4	-2.2	-4.0	-0.2	1.4	-8.5	-4.9
Cc1sc(-c2ccccn2)nc1OC(=O)c1ccc(F)cc1F	8.6	2.1	2.7	26.6	-1.9	-5.8	5.0	0.4	-12.4	-1.0	10.8
COc1cc(C(=O)O/N=C(\N)c2cccc([N+](=O)[O-])c2)cc(OC)c1OC	-10.5	-0.2	-5.5	-8.4	-3.4	-5.3	-2.3	0.1	-7.5	2.1	-26.8
Cc1ccccc1Cn1c(C)c(C(=O)N(C)Cc2ccc(F)cc2)sc1=O	8.6	-1.2	-3.9	.	.	?	-5.7	0.0	11.7	1.7	-18.5
CCN1CCN(CCOc2ccc(Br)cc2C)CC1	-152.3	-2.1	8.7	1.6	0.8	-4.8	17.3	1.0	14.8	-1.1	0.9
O=C(NCc1ccccn1)c1ccc(Cl)c(S(=O)(=O)N2CCCCC2)c1	14.3	0.7	-0.8	10.7	-0.6	-4.3	-2.4	1.2	-22.8	-0.3	7.9
COc1ccc(-n2ccnc2SCC(=O)Nc2cc(C)on2)cc1	14.8	-0.4	-1.3	4.9	1.0	-1.9	15.2	-0.2	1.9	-3.5	12.4
CN(C)CCCNC(=O)CC1C[C@H](C(=O)N2CCOCC2)[C@@]2(CCC3CCCC3)c3[nH]c4ccccc4c3CCN2C1=O (some centres not stated)	43.6	-0.3	2.1	-21.0	.	-6.3	.	0.0	-8.8	-0.7	-2.5
CSCCC(NC(=O)c1cc(C(C)(C)C)oc1C)C(=O)O (configuration not stated)	8.7	-1.2	-1.5	-2.4	3.2	-8.1	-7.3	0.0	-1.6	0.2	8.2
Cc1c(C(=O)N(C)C)sc(NC(=O)c2cccc([N+](=O)[O-])c2)c1C#N	-64.9	-2.3	-4.6	-24.6	1.5	-3.0	-36.6	-0.1	-12.9	1.7	-98.5
CCOc1ccc(NC2OC(CO)C(O)C(O)C2O)c([N+](=O)[O-])c1 (configuration not stated)	8.0	-1.2	-1.2	2.0	-0.3	1.7	7.0	-0.3	10.6	8.1	21.5
Cc1c(O[C@@H]2O[C@H](CO)[C@@H](O)[C@H](O)[C@H]2O)ccc2c1oc(=O)c1ccccc12	-35.7	-0.2	4.5	-24.5	.	-1.2	7.7	0.1	-0.7	-2.5	-11.0
CN(Cc1ccccc1)Cc1nc2c(c(=O)n(C)c(=O)n2C)n1Cc1ccc(Cl)cc1	34.5	4.9	3.5	-6.6	-5.3	-5.5	3.2	0.6	-15.9	3.0	14.0
CCOC(=O)c1c(C)nc2sc3c(=O)n(-c4ccc(C(C)=O)cc4)nnc3c2c1-c1ccc(OC)cc1	30.8	5.0	1.0	24.7	1.0	.	-15.0	0.1	-30.6	7.8	14.9
O=C(O)c1ccc(CS(=O)(=O)Cc2ccccc2F)o1	-13.5	0.1	-0.6	-13.7	0.8	-4.7	-1.1	-0.1	-17.1	9.2	17.0
CN(C)S(=O)(=O)c1cccc(NC(=O)CO/N=C(\N)c2ccccc2)c1	-16.4	-0.4	-3.7	0.5	5.4	-6.3	0.1	-0.3	7.5	2.2	-10.2
CCN(CC)S(=O)(=O)c1ccc2oc(SCC(=O)Nc3cc(C)on3)nc2c1	-3.4	-0.4	6.0	24.5	0.8	-5.1	-16.8	1.4	12.2	-2.7	-32.7
O=C(Cc1ccc(Cl)cc1)N/N=C/c1cccc(O)c1	9.7	-0.5	-1.6	12.3	2.3	-1.1	8.5	0.3	18.3	4.7	7.8
O=C(O)c1ccc(NC(=S)NC(=O)C(c2ccccc2)c2ccccc2)cc1	16.6	-0.3	6.1	-8.4	-2.4	.	-8.8	-0.1	1.8	-5.8	7.4
CCN1C(=O)[C@@H]2[C@@H](c3ccc(-c4ccccc4)cc3)N3CCC[C@@]3(C(=O)OC)[C@@H]2C1=O	3.9	4.1	-3.3	-5.5	.	-10.4	-6.2	-0.2	-21.4	-0.7	1.8
COc1ccc(OC)c(NC(=O)c2cc3n(n2)C(C(F)(F)F)CC(c2ccc4c(c2)OCO4)N3)c1 (configuration not stated)	-3.5	-0.4	-0.6	7.4	-2.2	-5.6	-1.9	0.0	24.9	-2.2	22.6
O=C(CN1CCN(c2ccc(F)cc2)CC1)c1cccs1	2.7	0.0	-1.5	-2.4	-1.7	0.7	-5.9	0.2	-9.0	9.8	-4.8
Nc1[nH]c(=O)[nH]c(=O)c1N=Nc1cccc(Cl)c1	-12.5	-0.2	-0.4	-16.1	0.2	-1.5	-3.8	0.4	-5.3	-10.1	-19.5
Cc1cc(C(=O)CN2C(=O)NC(CC(C)C)C2=O)c(C)n1-c1ccccc1F (configuration not stated)	-8.6	1.4	-1.0	2.9	-4.3	-0.3	-0.2	0.3	0.5	-6.3	-8.7
O=C(Nc1ccc(N2CCOCC2)cc1)C1CCCN(S(=O)(=O)c2ccccc2)C1 (configuration not stated)	8.1	0.7	-0.4	2.3	-2.3	-0.7	-7.4	0.2	11.6	0.9	12.5
Cc1ccc2c(N)c(C#N)sc2n1	-22.9	1.6	2.0	0.7	4.0	-3.5	-5.8	0.3	-35.1	-2.7	-21.6
O=C(O)/C=C/C(=O)Nc1ccccc1C(=O)Nc1ccccc1	-10.3	-2.6	1.5	-0.5	3.0	-6.0	10.8	-0.2	-23.6	10.2	-17.1
Cc1cc(=O)oc2ccc(OC(C)C(=O)O)cc12 (configuration not stated)	-1.4	5.1	-3.8	1.5	2.0	-2.7	-6.2	0.0	-11.1	9.8	17.5
Cc1nonc1NC(=O)CSc1ccccn1	3.2	0.0	-11.8	10.2	1.7	-21.6	-3.1	0.0	-12.8	10.4	9.9
Cc1oc(-c2ccc(Cl)cc2)nc1CS(=O)CC(=O)NCCCN1CC(C)CC(C)C1 (configuration not stated)	21.5	0.0	38.4	55.5	1.3	-3.6	8.5	0.4	22.1	-1.7	1.2
CC(NC(=O)c1cc(-c2ccccn2)nc2ccc(Cl)cc12)C1CCCO1 (configuration not stated)	15.2	0.3	-0.9	12.8	-2.0	.	-2.3	-0.1	-28.6	-4.2	9.7
CC(C)NC(=O)N(C)C[C@H]1Oc2ccc(NC(=O)CCN3CCOCC3)cc2C(=O)N([C@H](C)CO)C[C@@H]1C	-2.2	0.4	-1.3	1.4	.	-3.4	5.7	0.0	-17.0	-0.8	1.1
CC(=O)N(C)c1ccc(NC(=O)c2cnn(C)c2)cc1	-1.6	0.4	3.5	0.2	1.5	.	11.8	-0.1	-4.1	-14.3	-12.1
CC(OC(=O)c1ccco1)C(=O)NC1CCCCC1 (configuration not stated)	5.7	0.5	-0.1	9.4	-0.4	-5.0	6.0	-0.2	-10.4	9.5	-3.6
COc1ccc(C(=O)N2CCOC2CNC(=O)C(=O)NCc2ccc(F)cc2)cc1 (configuration not stated)	15.7	-0.1	4.6	2.7	-2.7	-2.3	-0.7	0.2	13.2	2.3	-7.5
O=C(NC1CCCCCC1)C1CCN(S(=O)(=O)c2cnc[nH]2)CC1	-14.6	-0.4	-2.7	5.0	-3.5	-4.0	10.4	-0.3	4.1	8.9	8.9

Molecules listed so far containing a tert-butyl group (two):
SMILES	Peg3 promoter	iPSC survival up	Granule exo inh	MITF TRPM1 inh	NR2E3 ag-1	CaV13 ICDI inh	Vif imaging	aDG glyco act	NR2E3 ag-2	PDI turbidity	HIF-2a inh
Cc1nn(C)c(Oc2ccccc2)c1CCNC(=O)C(C)(C)C	14.1	-0.6	0.4	-16.0	-0.8	-0.3	-4.1	0.1	20.6	13.3	0.9
CSCCC(NC(=O)c1cc(C(C)(C)C)oc1C)C(=O)O (configuration not stated)	8.7	-1.2	-1.5	-2.4	3.2	-8.1	-7.3	0.0	-1.6	0.2	8.2

Screening data from PubChem BioAssay.
